EPAC2 ag – qHTS for Agonist of cAMP-regulated guanine nucleotide exchange factor 4 (EPAC2): primary screen | Potency, µM (titrated, usually from 154 µM), inactives show at the highest dose activation, actives largely listed as activators | EPAC2 activation, biochemical qHTS; response scale: 100% = 6.5 mM cAMP response | 360,000 tested, 0.079% active; also: nearly all actives have a fitted effect of over 50% in size
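Each well held 100 nM EPAC2, 250 nM RAP1B-BODIPY-GDP and 50 uM GDP. Fluorescence, read at 5-min intervals to 30 min, was referenced to a 6.5 mM cAMP positive control.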
aSyn yeast inh – qHTS of alpha-syn Inhibitors; Potency, µM (highest dose often 46.1 µM), without a hit: top-dose growth rescue (activation), most hits filed as activators; 370,000 tested, 0.14% active; AID 652106, 2013; Yeast expressing alpha-synuclein, growth rescue, BacTiter-Glo, 24 h; also: % of control where 0% means no effect; nearly all actives have a fitted effect of over 65% in size
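Rescue of yeast growth: cells expressing toxic alpha-synuclein, induced in galactose at OD600 0.02, incubated with compound 24 h at 30 C. ATP luminescence quantified growth; inhibitors of toxicity appear as activators.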
TDP-43 yeast inh – qHTS of TDP-43 Inhibitors | TDP-43 expressing yeast growth rescue, BacTiter-Glo, 24 h | 410,000 tested, 1.8% active | Potency, µM (doses to about 46.1 µM), for the others: at the highest dose growth rescue (activation), hits mostly activators; also: % of control where 0% means no effect; nearly all actives have a fitted effect of over 50% in size
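In this qHTS, compounds that restore growth of yeast expressing TDP-43 appear as activators. Cells (OD600=0.02, galactose medium, raffinose-pregrown) are incubated with compound 24 hr at 30 deg C and growth is quantified by BacTiter-Glo.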
EPAC2 antag – qHTS for Antagonist of cAMP-regulated guanine nucleotide exchange factor 2 (EPAC2): primary screen. Potency, µM (doses to about 114 µM), without a hit: at the top dose activity, negative = inhibition, usual class: inhibitors. 360,000 tested, 0.18% active. EPAC2 GEF exchange of Rap1B-BODIPY-GDP, fluorescence. Rap guanine nucleotide exchange factor 4 (Homo sapiens), Q8WZA2; also: % is scaled to controls: 0 for no effect and ±100 for the full control effect; nearly all actives have a fitted effect of over 45% in size; many of its hits are not listed in these tables
PTHR1 agonist – qHTS for PTHR1 Agonists: Primary Screen; HEK293 GP2 PTHR1 cells, GloSensor cAMP luminescence, 1 h; Potency, µM (highest dose often 115 µM), for the others: at the highest dose activation, most hits filed as activators; 410,000 tested, 0.075% active; Parathyroid hormone/parathyroid hormone-related peptide receptor (Homo sapiens), Q03431; also: nearly all actives have a fitted effect of over 55% in size; some results filed as inactive show a strong effect at the top dose; inactives centre near -15; many of its hits are not listed in these tables
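HEK-293-derived GP2 cells expressing PTHR1 and a GloSensor cAMP reporter, 3,000/well, plated overnight, given luciferin plus IBMX (each 0.5 mM as added) for 1 h at 37 °C, then compound for 1 h at 37 °C. Luminescence was read after 15 min at room temperature.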
EPAC1 agonist – qHTS for Agonist of cAMP-regulated guanine nucleotide exchange factor 3 (EPAC1): primary screen; AID 720707, 2013; Rap guanine nucleotide exchange factor 3 (Homo sapiens), O95398; EPAC1 agonist qHTS, biochemical assay; response scale: 100% = response to 6.5 mM cAMP; Potency, µM (top dose mostly 154 µM), inactives show at the top dose activation, most hits filed as activators; 360,000 tested, 0.073% active; also: nearly all actives have a fitted effect of over 60% in size
Target sequence (O95398 whole entry, looked up): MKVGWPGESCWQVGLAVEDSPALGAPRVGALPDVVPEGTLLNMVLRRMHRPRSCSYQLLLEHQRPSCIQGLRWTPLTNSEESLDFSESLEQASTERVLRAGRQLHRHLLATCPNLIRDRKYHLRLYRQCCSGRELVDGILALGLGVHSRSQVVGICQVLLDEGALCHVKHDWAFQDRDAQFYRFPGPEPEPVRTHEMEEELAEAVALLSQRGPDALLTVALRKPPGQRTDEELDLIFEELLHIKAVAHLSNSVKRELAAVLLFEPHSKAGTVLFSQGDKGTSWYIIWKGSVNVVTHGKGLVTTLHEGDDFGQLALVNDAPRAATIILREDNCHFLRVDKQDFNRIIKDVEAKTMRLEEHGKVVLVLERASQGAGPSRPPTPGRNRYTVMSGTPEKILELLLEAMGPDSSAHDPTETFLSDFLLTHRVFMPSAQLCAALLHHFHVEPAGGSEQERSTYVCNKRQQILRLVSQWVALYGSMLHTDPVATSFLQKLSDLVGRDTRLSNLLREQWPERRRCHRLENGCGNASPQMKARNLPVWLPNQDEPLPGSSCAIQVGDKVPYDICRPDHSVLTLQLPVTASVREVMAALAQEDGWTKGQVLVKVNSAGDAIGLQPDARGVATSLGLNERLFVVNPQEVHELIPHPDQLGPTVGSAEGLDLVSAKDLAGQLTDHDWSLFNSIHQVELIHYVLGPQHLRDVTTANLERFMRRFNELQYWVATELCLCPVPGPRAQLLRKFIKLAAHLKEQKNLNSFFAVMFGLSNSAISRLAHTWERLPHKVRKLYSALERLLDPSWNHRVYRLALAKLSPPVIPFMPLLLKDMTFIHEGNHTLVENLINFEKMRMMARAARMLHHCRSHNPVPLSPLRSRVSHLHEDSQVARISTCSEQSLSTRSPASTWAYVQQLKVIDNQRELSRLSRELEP
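Compounds were pinned as a concentration titration into mixtures of EPAC1 (100 nM), BODIPY-GDP-loaded Rap1B (250 nM) and GDP (50 uM). After 5 min at room temperature, fluorescence was followed for 30 min; activity was scaled to 6.5 mM cAMP.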
FUS yeast rescue – qHTS for Suppressors of FUS Proteinopathy: Primary screen using FUS-linked yeast assay | S. cerevisiae FUS-expressing, growth rescue, OD600, 24 h | Potency, µM (top dose mostly 76.6 µM), inactives show top-dose growth rescue (activation), actives largely listed as activators | 390,000 tested, 0.24% active | AID 1347120, 2019;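 also: plate controls were DMSO vehicle for no effect and reference control for full effect; nearly all actives have a fitted effect of over 55% in size; some results filed as inactive show a strong effect at the top dose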
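Cultures pregrown in 2.5% raffinose medium are shifted to minimal medium containing 2% galactose to express toxic FUS. Compounds are tested at several concentrations. After 24hr at 30C, growth is quantified at 600 nm absorbance.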
EPAC1 antagonist – qHTS for Antagonist of cAMP-regulated guanine nucleotide exchange factor 3 (EPAC1): primary screen; Rap guanine nucleotide exchange factor 3 (Homo sapiens), O95398; AID 720709, 2013; Potency, µM (doses to about 115 µM), inactives show at the highest dose activity change, negative = inhibition, most hits filed as inhibitors; EPAC1 GEF assay, Rap1b-BODIPY-GDP exchange fluorescence; 360,000 tested, 0.14% active;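 also: plate controls were vehicle for no effect and positive control for full effect; nearly all actives have a fitted effect of over 50% in size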
* marks the source's active call; other numbers are inactive results; i = inactive; ? = inconclusive; . = not tested or not shown; [ ] = dose if it differs, or a comment. Calls follow the shape of the dose curve; as a rule, active = well fitted curve in the direction sought with a large enough effect; inconclusive = small, poorly fitted or top-dose-only effect, or another doubt; inactive = no such curve, though single readings can be large; an effect the other way counts as inactive or inconclusive. Potency is read from the fitted curve at half-maximal effect.

SMILES	EPAC2 ag	aSyn yeast inh	TDP-43 yeast inh	EPAC2 antag	PTHR1 agonist	EPAC1 agonist	FUS yeast rescue	EPAC1 antagonist
Cc1ccc(S(=O)(=O)N2C[C@H]3[C@H]4C(=O)N(Cc5ccccc5)C(=O)[C@H]4CC(=O)[C@H]3[C@@H]2c2cccc3ccccc23)cc1	9%	-6%	3%	14%	i	-7%	0%	-11%
Cc1cc(C)n(CC(=O)NCCC2=CCCCC2)n1	-4%	1%	3%	4%	-13%	3%	4%	20%
O=C(C1=C(O)C(=O)N(CCCn2ccnc2)C1c1cccc(Br)c1)c1ccco1 (centres undefined)	12%	0%	-3%	-1%	i	6%	9%	-8%
CC(=O)c1cc(C(=O)N2CCc3c([nH]c4ccccc34)C2CC(C)C)[nH]n1 (centres undefined)	8%	-50%[inhibitor]	18%	-7%	i	7%	8%	-3%
COc1ccc(N2CCN(C(=O)CSc3ncccc3-c3nc4ccccc4[nH]3)CC2)cc1	7%	0%	-17%	-2%	-24%[57.5 µM]	9%	?	-3%
COCC(=O)Nc1nnc(CCc2ccccc2)s1	1%	-5%	0%	-8%	-13%[57.5 µM]	8%	9%	2%
C=CCSc1nc(N)c(C#N)c(-c2ccc(C)cc2)c1C#N	1%	5%	0%	-4%	i	-1%	-2%	-13%
COc1ccc(/C=C/C(=O)NCCN2CCOCC2)cc1OC	1%	-4%	-3%	6%	i	-10%	-7%	10%
O=C(NCCS(=O)(=O)NCCc1ccccc1)c1ccc2c(c1)OCO2	-4%	-2%	9%	4%	-19%	6%	-3%	9%
O=Nc1c(O)n(Cc2ccccc2)c2ccccc12	14%	12%	0%	-25%	i	9%	14%	-17%
CCc1ccccc1OCC(=O)Nc1ccc(F)c(S(=O)(=O)N2CCOCC2)c1	-3%	7%	16µM*	-5%	-32%[inhibitor]	5%	16%	-1%
Cc1ccc(OC(=S)Nc2ccc(F)cc2)cc1	11%	-2%	15%	-1%	-3%	9%	1%	?
O=C(CSc1nc2ccccc2c(=O)n1Cc1ccco1)N1CCCC1	14%	1%	9%	-7%	-7%	11%	13%	-2%
COc1ccc(N2C(=O)CC(N3CCN(S(=O)(=O)c4cc(C)ccc4C)CC3)C2=O)cc1 (centres undefined)	11%	2%	20%	-6%	i	4%	24%	?
COc1cccc(N2CCN(S(=O)(=O)c3ccc4ccccc4c3)CC2)c1	16%	-1%	-12%	-6%	1%	6%	35%	-16%
O=C(CSc1nnc(-c2ccc(Br)cc2)o1)Nc1cccc2ccccc12	3%	-5%	-3%	9%	-9%	-3%	13%	11%
O=C(CC1SC(N2CCCCC2)=NC1=O)Nc1ccc(C(=O)O)cc1 (centres undefined)	5%	-1%	18%	9%	i	4%	-21%	-14%
C/C(=N\NC(=O)c1ccccc1-n1cccc1)c1ccccn1	6%	5%	12%	8%	i	14%	-54%	6%
Cc1cc(C(=O)O)ccc1-c1ccc(CO)o1	8%	1%	-7%[0.397 µM]	-11%	24%	4%	20%	-8%
O=C(O)c1ccc(/C=N/Nc2ccc(F)cc2F)cc1	4%	-25%	?	-1%	-37%	1%	-13%	0%
COc1ccc(/C=C2\C(=O)NC(=O)c3ccccc32)cc1OC	11%	0%	11%	-11%	-20%	2%	.	?
O=C(COC(=O)c1ccc(O)cc1)Nc1cc(C(F)(F)F)ccc1N1CCOCC1	7%	1%	11%	2%	-43%[inhibitor]	4%	-10%	5%
Cc1ccc(OCCNC(=O)c2ccco2)cc1C	2%	11%	-6%	11%	i	-2%	-10%	-17%
CCCCOC(=O)c1ccc(NC(=O)c2nn(C)cc2Br)cc1	-1%	-18%	?	-17%	-8%[57.5 µM]	17%	13%	-4%
Cc1ccc(-c2ccc3c(c2)O[C@H](CN(C)C(=O)Nc2ccc(C(F)(F)F)cc2)[C@H](C)CN([C@H](C)CO)S3(=O)=O)cc1	-10%	2%	?	-12%	8%	-17%	?	-21%

Quoted from the listing.
Cc1ccc(OC(=S)Nc2ccc(F)cc2)cc1 @ EPAC2 ag = 11%
COc1ccc(N2C(=O)CC(N3CCN(S(=O)(=O)c4cc(C)ccc4C)CC3)C2=O)cc1 (centres undefined) @ aSyn yeast inh = 2%
COCC(=O)Nc1nnc(CCc2ccccc2)s1 @ aSyn yeast inh = -5%

(cont.)
SMILES	EPAC2 ag	aSyn yeast inh	TDP-43 yeast inh	EPAC2 antag	PTHR1 agonist	EPAC1 agonist	FUS yeast rescue	EPAC1 antagonist
CCOc1ccc(C(=O)NCCCn2ccnc2)cc1	0%	-3%	14%	4%	i	5%	-10%	17%
Cc1cccc(NC(=O)C2CCN(S(=O)(=O)c3cccc4cccnc34)CC2)n1	8%	9%	22%	-5%	-24%	12%	-1%	-6%
CN(C)S(=O)(=O)c1ccc(N2CCCC2)c(C(=O)N2CCN(c3ccc([N+](=O)[O-])cc3)CC2)c1	-3%	4%	17%	-4%	i	-3%	-9%	0%
C=CCNC(=O)c1cc2nc(C3CC3)cc(C(F)F)n2n1	-5%	-16%	-1%	8%	2%	2%	16%	-3%
COc1ccc(-c2nc(C#N)c(N3CCOCC3)o2)cc1OC	0%[15.6 µM]	8%	12%	4%	-3%[57.5 µM]	-14%	-3%	-1%
c1ccc2c(-c3nnc4n3CCCCC4)cc(-c3ccncc3)nc2c1	-7%	8%	13%	11%	i	-9%	20%	4%
CCOc1ccccc1C(=O)NC(C(=O)OCC(=O)Nc1nnc(-c2ccccc2)o1)C(C)C (centres undefined)	-6%	?	?	-16%	-37%[inhibitor][57.5 µM]	1%	?	1%
O=C(CCNS(=O)(=O)c1ccc(Cl)cc1)NCCc1ccccc1	19%	-5%	5%	11%	-15%	0%	-6%	-1%
COC(=O)C(C(=O)OC)C(C(C)C)C(C(=O)OC)C(=O)OC	-3%	-1%	-2%	9%	i	-8%	-10%	-2%
C=CCSc1ncccc1C(=O)O	4%	1%	-25%	-14%	?	4%	41%	-11%
O=C(NCCN1CCCCC1)c1cccc2c1C(=O)c1ccc(N3CCCC3)cc1S2(=O)=O	6%	-5%	-6%	11%	-31%[inhibitor]	1%	24%	-7%
O=C(Nc1ccc2c(c1)C(=O)OC2)c1ccc(C(F)(F)F)cc1	-1%	-2%	-13%	7%	-4%	-3%	9%	-10%
CC(=O)Nc1ccc(S(=O)(=O)Nc2ccc3ccccc3n2)cc1	14%	-1%	-11%	-2%	i	2%	20%	-9%
Cn1c(CC(=O)Nc2ccccc2F)nnc1SCC(=O)N1CCOCC1	-1%	-2%	19%	1%	i	6%	.	-4%
CCCOc1ccc(CSc2n[nH]c(C)n2)cc1	0%	-30%	-19%[1.82 µM]	16%	i	0%	21%	11%
O=c1c2ccccc2nc(SCc2cccc(F)c2)n1-c1cccc(S(=O)(=O)N2CCCC2)c1	-3%	9%	-35%[inhibitor]	-5%	-4%	14%	.	7%
O=C(CN1C(=O)c2ccccc2S1(=O)=O)c1ccc2c(c1)OCCCO2	13%	-11%	-20%	-1%	-26%	13%	-2%	-23%
COc1ccccc1C(=O)Nc1sc2c(c1C(N)=O)CCCC2	-3%	-8%	?	10%	i	13%	13%	-2%
COC(=O)[C@@]1(C)[C@H]2C(=O)N(Cc3ccccc3)C(=O)[C@H]2[C@H]2CN=C(SCc3ccc(C)cc3)N21	10%	2%	12%	?	-32%[inhibitor]	-7%	-1%	-3%
O=C(COc1coc(CN2CCN(c3ccccc3)CC2)cc1=O)Nc1cccc(F)c1	-7%	-3%	4%	20%	-2%	-4%	6%	6%
O=C(N/N=C\c1cc(Br)cs1)C1COc2ccccc2O1 (centres undefined)	3%	14%	35µM*	-6%	-4%[57.5 µM]	10%	-18%	8%
CC(OC(=O)CSc1ccc(F)cc1)C(=O)NC1(C#N)CCCCC1 (centres undefined)	-3%	5%	-8%	0%	9%	7%	-13%	-19%
O=C(CN1CCN(C(=O)CCC(=O)N2CCC(c3ccccc3)=N2)CC1)Nc1cccc(F)c1	8%	-5%	-4%	15%	-8%	-3%	-17%	7%
O=S1(=O)NC[C@]23C[C@H](c4ccc(F)cc4)[C@@H](C[C@@H]21)O3	2%	-4%	10%	2%	-26%	-5%	-10%	-9%
O=C(NC(=S)NCc1ccco1)c1ccccc1[N+](=O)[O-]	6%	-6%	11%	5%	17%	3%	-26%	-4%

More results:
SMILES	EPAC2 ag	aSyn yeast inh	TDP-43 yeast inh	EPAC2 antag	PTHR1 agonist	EPAC1 agonist	FUS yeast rescue	EPAC1 antagonist
COc1ccc(CC(N)c2csc(NC(=O)c3ccccc3)n2)cc1 (centres undefined)	18%	4%	27%	10%	i	0%	21%	0%
C[C@H]1CN([C@@H](C)CO)C(=O)CCCn2nncc2CO[C@@H]1CN(C)S(=O)(=O)c1ccc(-n2cccn2)cc1	-9%	0%	0%	6%	i	5%	-5%	16%
O=c1cnnc(N/N=C/c2cccs2)[nH]1	2%	0%	13%	1%	-8%	9%	-21%	-5%
O=C1/C(=C\Nc2ccc(Cl)cc2)CCN1c1ncccn1	18%	1%	-2%	-2%	-12%[57.5 µM]	11%	-17%	-17%
O=C(NC(=S)Nc1cc(S(=O)(=O)N2CCOCC2)ccc1O)c1ccco1	5%	-5%	-11%	7%	-3%	-2%	-10%	-1%
Cc1ccc(NC(=O)CCC(=O)NNC(=O)c2cccs2)c(C)c1	12%	0%	-18%	-16%	-5%	9%	20%	4%
CN(C)S(=O)(=O)c1ccc(C(=O)Nc2ccnn2C2CCCCC2)cc1	-4%	0%	1%	14%	-31%[inhibitor]	0%	-3%	9%
CC(C)C[C@@H](CN1CCC[C@@H]1CN1C(=O)C(=O)NC[C@@H]1Cc1ccccc1)N1C[C@H](Cc2ccc(O)cc2)N(CC2CCCCCC2)C(=O)C1=O	-3%	0%	2%	-13%	-44%[inhibitor]	-23%	21%	-19%
CCCCCOC(=O)Cn1c(=O)oc2ccc(C)cc21	2%	0%	11%	-8%	i	3%	.	-20%

Compound activity as filed in PubChem.

An excerpt. The share of hits here may be higher or lower than overall.
